High-throughput results from PubChem.
TAAR1 antagonist = human TAAR1 antagonism; CHO RD-HGA16 TAAR1, Fluo-8 calcium fluorescence, antagonist; inhibition, % at 3 µM; 1.5% of 360,000 active;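 active = inhibition above a per-plate cutoff, the mean inhibition of test compounds on that plate plus 3 SD, cut at about 49% in these data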;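 also: 0% = DMSO plus EC80 beta-PEA response and 100% = DMSO alone without agonist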
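Assay system: CHO-derived RD-HGA16 cells stably expressing human TAAR1 plus Gα16. Timing: 140 s kinetic read after compound, 140 s after agonist. Technique: kinetic Fluo-8 calcium fluorescence measurement. Measure: % inhibition of agonist calcium response.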
M1 ag = agonists of human M1 muscarinic receptor | CHO-K1 hM1, Fluo-8 calcium fluorescence, agonist mode; 0% DMSO, 100% acetylcholine EC100 | activation, % at 3 µM | 0.33% of 360,000 active | AID 588814;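 active = activation above the run's mean compound activation plus 3 SD, cut at about 16% in these data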;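 also: peak over basal fluorescence ratio within a 140 s kinetic read after compound addition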
Target sequence (P11229 whole entry, looked up): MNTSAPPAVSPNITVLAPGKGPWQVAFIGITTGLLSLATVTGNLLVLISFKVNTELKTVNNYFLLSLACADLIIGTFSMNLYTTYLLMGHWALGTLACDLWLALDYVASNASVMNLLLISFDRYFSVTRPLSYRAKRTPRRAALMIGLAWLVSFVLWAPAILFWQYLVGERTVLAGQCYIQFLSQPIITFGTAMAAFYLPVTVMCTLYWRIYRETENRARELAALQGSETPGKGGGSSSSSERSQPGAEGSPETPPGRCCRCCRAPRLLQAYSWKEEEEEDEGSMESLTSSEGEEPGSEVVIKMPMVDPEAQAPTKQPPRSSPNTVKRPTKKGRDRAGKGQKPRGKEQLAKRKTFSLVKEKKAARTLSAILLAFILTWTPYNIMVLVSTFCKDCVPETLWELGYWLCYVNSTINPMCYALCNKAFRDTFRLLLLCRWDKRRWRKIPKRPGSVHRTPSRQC
OXTR ag = agonists of human oxytocin receptor | CHO-OTR cells, Fluo-8 calcium fluorescence; normalized: DMSO 0%, oxytocin 100% | AID 2435 | P30559 | 0.32% of 320,000 active | activation, % at 3 µM;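 active = activation above the mean of all tested compounds plus 3 SD, cutoff set per screening run, cut at about 20% in these data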;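 also: peak over basal fluorescence ratio from a 100 s FLIPR kinetic read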
Target sequence (P30559 whole entry, looked up): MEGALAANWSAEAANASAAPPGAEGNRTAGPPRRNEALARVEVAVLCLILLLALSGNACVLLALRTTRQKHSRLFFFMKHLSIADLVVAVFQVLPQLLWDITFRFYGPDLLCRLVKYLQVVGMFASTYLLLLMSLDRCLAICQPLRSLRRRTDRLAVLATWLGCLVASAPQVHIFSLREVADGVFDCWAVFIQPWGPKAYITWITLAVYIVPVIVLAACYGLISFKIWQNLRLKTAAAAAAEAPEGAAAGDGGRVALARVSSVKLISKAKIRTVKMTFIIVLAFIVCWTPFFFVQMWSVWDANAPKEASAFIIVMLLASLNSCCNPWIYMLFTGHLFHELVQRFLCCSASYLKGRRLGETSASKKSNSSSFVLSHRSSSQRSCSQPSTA
TAAR1 ag = agonists of human TAAR1; CHO RD-HGA16 TAAR1, Fluo-8 calcium fluorescence; vehicle wells 0%, saturating PEA agonist 100%; activation, % at 3 µM; 0.99% of 360,000 active;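 active = activation above the mean activation of all test compounds in the run plus 3 SD, cut at about 38% in these data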
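System: CHO-derived RD-HGA16 cells with stable Gα16 and human TAAR1 / Times: 17-24 h plating, Fluo-8 75 min 37 °C, 30 min RT / Technique: calcium-sensitive Fluo-8 signal, excitation 470-495, emission 515-575 nm / Measure: % activation relative to PEA EC100 response / Benchmarks: DMSO and PEA EC100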
CHO parental Ca = counter-screen: ATP calcium response change in parental CHO cells; AID 463079; inhibition, % at 5.6 µM; 0.63% of 330,000 active; parental CHO-K1, ATP-induced calcium, Fluo-8 fluorescence;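 active = inhibition above that plate's mean sample inhibition plus 3 SD, cut at about 26% in these data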;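 also: 0% = ATP-challenged DMSO wells and 100% = DMSO wells without ATP; some compounds past the cut are filed as inactive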
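material = parental CHO cells | also added = ATP as calcium-mobilizing challenge | dosing = single point at 5.6 µM | detection = intracellular calcium via Fluo-8 no-wash fluorescent dye | read-out = % inhibition | benchmarks = low control ATP plus DMSO, high control DMSO only | repeats = one well per compound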
CHRM1 antagonist = blocks human M1 muscarinic receptor; P11229; AID 588852; 1.3% of 360,000 active; CHO-K1 hM1, Fluo-8 calcium fluorescence, ACh EC80 antagonist; inhibition, % at 3 µM;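 active = percent inhibition above its own plate's cutoff, namely the mean of that plate's compound wells plus 3 SD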;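 also: peak over basal fluorescence ratio during 140 s after agonist addition; 0% = ACh EC80 plus DMSO and 100% = DMSO alone without agonist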
V1aR counter = counter-screen for oxytocin receptor agonists: human V1a receptor agonists. CHO-V1R cells, Fluo-8 calcium fluorescence, agonist mode; 0% DMSO, 100% 3 nM vasopressin. P37288. activation, % at 3 µM. AID 2797. 0.25% of 320,000 active;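 active = activation above the mean activation of all tested compounds plus 3 SD, per screening run, cut at about 20% in these data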;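 also: signal is peak over basal fluorescence ratio across a 100 second FLIPR read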
OXTR potentiate = potentiates the human oxytocin receptor response. CHO-OTR cells, Fluo-8 calcium fluorescence, potentiator mode; 0% = oxytocin EC15, 100% = EC100. activation, % at 3 µM. 0.061% of 320,000 active;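 active = activation above that plate's cutoff, the mean activation of tested compounds plus 3 SD, cut at about 6.6% in these data, passing the limit was not always enough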;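 also: 100% uses oxytocin at 75 nM as the full agonist control; some results filed as inactive read as strong as hits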
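Measured by – Fluo-8 calcium dye fluorescence · Test system – human OTR in CHO cells · Dosing – one concentration, 3.0 µM compound · Controls – EC15 oxytocin alone as 0%, 75 nM oxytocin as 100% · Evaluation – normalized max/min fluorescence ratio, % activation · Timing – 6 min pre-incubation, 100 s read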
CHRM1 PAM = human CHRM1 positive allosteric modulation; 0.088% of 360,000 active; activation, % at 3 µM; P11229; CHO-K1 hM1, Fluo-8 calcium fluorescence, ACh EC20; 0% = ACh EC20, 100% = maximal ACh; in the data active = activation above about 19%, passing the limit was not always enough
An asterisk follows results filed as active; nt = not tested or not shown.

Values run as follows: TAAR1 antagonist	M1 ag	OXTR ag	TAAR1 ag	CHO parental Ca	CHRM1 antagonist	V1aR counter	OXTR potentiate	CHRM1 PAM
COCC(=O)Nc1ccc(N(C)C)cc1
    -1.4	7.6	0.7	20.7	-8.1	-10.0	0.1	-9.9	6.8
CC(C)(C)N(NC(=O)Nc1ccccc1)C(=O)c1ccccc1
    -17.0	-2.4	1.4	4.4	-2.9	12.0	-0.4	-0.2	-9.8
CN(Cc1cccc(Cl)c1Cl)c1ccc(S(=O)(=O)N2CCCCC2)cc1[N+](=O)[O-]
    -1.7	-12.0	-1.1	-0.7	-17.4	-0.3	0.3	-3.4	-1.6
CCOC(=O)CCC(=O)Nc1ccc(S(=O)(=O)N2CCc3ccccc32)cc1
    1.2	-4.3	4.4	6.0	6.8	-0.1	5.6	-15.4	-2.3
COc1ccccc1N1C(=O)c2ccc(C(=O)Nc3nccs3)cc2C1=O
    7.8	-2.4	2.3	5.1	-16.0	12.4	2.6	-5.8	-8.7
CCOC(=O)N1CCN(S(=O)(=O)c2ccc(C(=O)NNc3nc4c(C)cccc4s3)cc2)CC1
    26.9	-2.0	-0.2	5.3	-10.7	-6.4	1.7	-3.0	0.0
O=C(NC(=S)NCC1COc2ccccc2O1)c1ccccc1 (stereo not given)
    12.6	-4.4	-2.3	1.4	-19.9	7.6	0.6	-4.6	0.5
O=C(CN1CCN(Cc2ccc(F)cc2)CC1)NCCc1ccccc1
    -16.6	-6.5	-1.2	17.6	-13.0	-9.1	0.0	-2.5	3.5
O=C(Nc1ccc(-c2csc(Nc3cccc(C(F)(F)F)c3)n2)cc1)c1cccc(C(F)(F)F)c1
    8.8	-6.6	-0.1	-0.3	-20.9	1.3	0.7	3.8	5.3
Cc1ccc(-c2cc(C(=O)Nc3ccc(S(=O)(=O)Nc4cc(C)on4)cc3)c3ccccc3n2)c(C)c1
    8.6	-5.1	-0.1	6.1	10.8	-32.3	0.4	-4.3	2.8
CC(C)(C)NC(=O)/C(=C\c1ccco1)NC(=O)c1ccco1
    -3.5	-3.9	nt	0.7	nt	-10.5	nt	nt	9.8
O=C(Nc1ncc(Cc2cccc(Cl)c2Cl)s1)c1ccc([N+](=O)[O-])cc1
    -8.3	-3.1	-0.3	3.0	-3.5	3.8	0.3	-4.4	-0.5
O=C1CCCCCCCN1Cc1ccccc1
    -11.8	-3.2	-2.1	10.9	0.8	14.0	0.4	-8.6	-4.4
C/C(=N\NC(=O)c1cccs1)c1ccc2ccccc2c1
    -1.6	-4.4	-0.2	3.3	-16.7	2.7	1.0	-8.6	-0.5
CCOc1ccc(S(=O)(=O)N2CCN(C(=O)c3cc4ccccc4o3)CC2)cc1
    25.2	-3.2	1.2	0.6	-2.1	1.1	4.6	-8.3	-0.6
COc1ccc(-n2ccn3c(CCC(=O)N4CCN(c5cccc(C)c5C)CC4)nnc3c2=O)cc1
    -12.8	0.0	-0.2	-1.0	-9.3	-2.6	-0.4	-5.7	3.9
O=C(Nc1ccccc1N1CCOCC1)c1ccncc1
    -11.4	-1.8	1.5	2.2	-29.5	17.4	2.0	-0.5	-6.1
Cc1cccc(N(C)C(=O)CCS(=O)(=O)c2cc3c(cc2Cl)NC(=O)CO3)c1
    10.6	-5.1	0.7	1.3	-10.6	-10.7	0.1	-7.1	6.1
NC(=O)C1Cc2ccccc2CN1C(=O)c1nn(Cc2ccccc2)c(=O)c2ccccc12 (stereo not given)
    nt	-1.7	0.3	nt	-28.7	-4.1	4.5	-0.6	3.6
Cc1ccc(C)c(C(=O)OCC(=O)Nc2cccc(S(=O)(=O)NC3=NCCCCC3)c2)c1
    -0.7	-6.3	-0.3	2.1	-11.5	0.9	0.9	-5.8	-3.0

Ordered by value in TAAR1 ag (rising): some entries from above
canonical_smiles | TAAR1 antagonist | M1 ag | TAAR1 ag | CHRM1 antagonist | CHRM1 PAM
O=C(Nc1ccc(-c2csc(Nc3cccc(C(F)(F)F)c3)n2)cc1)c1cccc(C(F)(F)F)c1 | 8.8 | -6.6 | -0.3 | 1.3 | 5.3
CC(C)(C)NC(=O)/C(=C\c1ccco1)NC(=O)c1ccco1 | -3.5 | -3.9 | 0.7 | -10.5 | 9.8
CC(C)(C)N(NC(=O)Nc1ccccc1)C(=O)c1ccccc1 | -17.0 | -2.4 | 4.4 | 12.0 | -9.8

The listing continues:
Values run as follows: TAAR1 antagonist	M1 ag	OXTR ag	TAAR1 ag	CHO parental Ca	CHRM1 antagonist	V1aR counter	OXTR potentiate	CHRM1 PAM
O=C(CNC(=O)C1CCCCC1)NCCCO
    -4.2	-1.5	0.0	7.6	13.1	-12.0	1.1	-5.0	5.0
COc1ccccc1CNC(=O)C1CCN(S(=O)(=O)c2ccc(-n3cnnn3)cc2)CC1
    -0.8	-4.5	1.8	-2.8	0.9	-6.5	0.9	-6.5	7.2
CCN(Cc1ccncc1)C(=O)C1CCN(S(=O)(=O)c2cccs2)CC1
    -15.9	-4.8	0.6	9.7	1.7	1.4	-0.2	-6.2	4.3
CC1=C(C(=O)O)N2C(=O)C(NC(=O)c3nn(C)cc3[N+](=O)[O-])C2SC1 (stereo not given)
    3.4	-4.4	0.9	2.9	-1.6	15.6	1.4	3.4	-14.0
CC(C)c1ccc(CNC(=O)C(=O)NCCCn2ccnc2)cc1
    -14.9	-6.4	-0.6	2.9	-0.6	-1.5	0.1	-2.3	3.9
COCCNC(=O)Cn1cc(/C=N/NC(=O)c2ccc(Oc3ccc(O)cc3)cc2)c2ccccc21
    9.9	-8.1	-0.2	8.2	-9.0	-2.6	-0.1	-5.0	3.9
COc1ccc2oc(=O)c(C(=O)NCc3ccccc3)cc2c1
    -8.9	-1.5	0.0	10.8	-9.3	-7.4	1.0	-3.5	-0.1
CCCCn1c(N)c(N(CC(C)C)C(=O)c2ccc(OCC3CCCO3)cc2)c(=O)[nH]c1=O (stereo not given)
    -15.4	2.2	0.8	5.5	12.3	4.3	0.6	0.1	2.0
O=C1c2ccccc2C(=O)N1CN(C(=O)COc1ccc(Cl)cc1Cl)c1cccc(F)c1
    -27.9	-4.0	-1.9	-1.3	-14.5	-5.0	1.4	-3.1	10.2
CCOc1cc(N2CCOCC2)c(OCC)cc1NC(=O)COC(=O)c1c(C)noc1C
    -23.7	-1.2	nt	1.4	nt	3.3	nt	nt	0.3
CC(C)C(=O)Nc1ncc(Cc2cccc(Cl)c2)s1
    4.9	-4.1	-2.0	2.6	11.7	-11.6	-0.8	-10.2	9.6
COCCCn1c(=O)c2sccc2n(Cc2ccc(C)cc2)c1=O
    -0.7	5.2	0.0	3.1	-10.1	-17.6	-0.1	-1.7	16.9
Cc1c(C(=O)N2CCC(C)CC2)oc2ccc3c(c12)C(O)CC1(CCCCC1)O3 (stereo not given)
    1.9	-9.6	0.8	-1.1	-9.9	-0.4	4.0	-10.3	-12.0
O=C(CSc1ccccc1)Nc1nnc(-c2ccco2)o1
    -15.9	-2.7	-1.5	0.3	-10.1	-1.8	0.3	-6.3	7.5
Cc1ccc(C(=O)NCCc2ccc(F)cc2)s1
    11.6	-1.8	0.7	-2.1	-11.5	10.2	-0.7	-5.7	2.1
COc1cc(CC(=O)OCC(=O)N2CC(C)CC(C)C2)cc(OC)c1OC (stereo not given)
    -4.4	-2.2	2.0	2.0	-4.0	-7.1	1.7	-9.9	11.2
CC12CCC(C(=O)NC(c3ccccc3)c3ccccc3)(OC1=O)C2(C)C (stereo not given)
    -21.1	-11.9	-1.5	0.2	-21.9	-16.6	-1.1	0.2	9.1
Cc1cccc(C)c1NC(=O)CN1CCN(C(=O)CN2C(=O)NC3(CCCCC3C)C2=O)CC1 (stereo not given)
    -10.8	3.6	nt	0.3	nt	-27.8	nt	nt	28.5*
CCC(CO)Oc1cc(NCc2cccc(Cl)c2)c2ncn(C(C)C)c2c1 (stereo not given)
    nt	-4.8	1.8	nt	-22.4	-8.0	0.7	-5.3	11.2
CCc1nnc(NC(=O)c2ccc(N(C)S(=O)(=O)c3ccccc3)cc2)s1
    11.1	-0.7	10.2	9.8	-4.4	-1.1	8.1	-8.7	-2.0
COc1ccc(C2=CSC3=NCCN23)cc1F
    -2.9	-3.7	0.5	4.6	2.5	-3.1	-0.2	2.0	7.1
COCCCn1c(Cc2csc(Nc3ccc(F)cc3)n2)nnc1SCC(N)=O
    nt	0.2	-1.3	nt	-0.6	-29.2	0.2	-7.6	5.5
CCCc1[nH]nc2c1C(c1cn[nH]c1-c1ccc(F)cc1)C(C#N)=C(N)O2 (stereo not given)
    nt	-5.8	-0.2	nt	-16.1	-5.4	1.2	1.0	13.6
COc1ccc(NC(=O)c2ccc(S(=O)(=O)N(C)C)cc2)cc1OC
    -14.5	2.2	0.0	8.5	1.6	-11.0	1.4	-5.7	7.2
CCOc1ccccc1N(CC(=O)Nc1ccccc1C(=O)N1CCCC1)S(C)(=O)=O
    -3.8	1.4	0.0	-3.8	-9.1	4.6	1.2	-9.1	-1.9
COc1ccc(N2CC(C)(C)C2=O)cc1
    -7.2	-13.3	-0.8	-0.2	5.8	-5.2	-0.3	-8.8	5.2
COC(=O)c1ccc(CN2CCN(C3CCCCC3)C(CCO)C2)cc1 (stereo not given)
    -18.4	-6.5	-1.5	1.1	-12.6	60.2*	-0.1	-13.4	-22.6
COCC(=O)Nc1ccc(N2CCOCC2)c(S(=O)(=O)Nc2ccccc2OC)c1
    2.4	-0.7	3.0	0.9	-10.2	-9.4	1.7	4.9	7.9
CCC(C)C(NC(=O)c1ccc(Cl)cc1Cl)C(=O)O (stereo not given)
    9.9	-6.0	0.3	1.8	-11.1	-11.0	0.5	-3.8	14.4
CN(C)c1cc(-c2ccc(F)cc2)oc(=O)c1Cl
    -9.7	-0.8	-2.7	-0.8	-10.0	1.6	-0.8	-1.0	1.5
COC(=O)c1cc(O)cc(OC)c1C(=O)c1c(O)cc(C)cc1O
    -11.6	0.9	0.6	1.4	-0.5	-5.2	0.9	-2.2	7.2
O=C(O)C1CCCCN1c1ccccc1[N+](=O)[O-] (stereo not given)
    -12.4	0.6	nt	2.9	nt	-16.8	nt	nt	12.5
CCCN(CCC)CC(O)CN1C(=O)NC(C)(C)C1=O (stereo not given)
    5.5	-6.1	0.6	7.1	-6.3	3.0	1.7	-11.6	-1.6
O=C(NNC(=O)c1ccco1)Nc1ccccc1
    0.4	1.4	nt	1.1	nt	-10.4	nt	nt	5.5
COC(=O)c1ccc(CNC(=O)C2CCC(=O)N(C3CCCCCC3)C2)cc1 (stereo not given)
    -21.8	-1.9	0.4	-0.1	-28.2	-0.8	2.6	-8.0	1.0
O=C(Nc1cccc(Cl)c1)Nc1cccc(C(=O)O)c1
    -32.2	2.0	0.2	1.6	-9.3	-6.8	1.9	-4.8	3.9
